Screening results as filed in PubChem BioAssay.
Myeloid diff MLP: myeloid differentiation induction. ER-HoxA9 myeloid progenitors, lysozyme-GFP differentiation, flow cytometry. calls only at 10 µM. 1% of 360,000 active;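 active = normalized GFP-positive differentiation at or above the plate's own cutoff, the solvent-only control mean plus 3 SD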;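 also: cells exposed to compound for four days before flow analysis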
Myeloid diff MLP GFP+ MAC1+ %: second read-out of Myeloid diff MLP, no call of its own (marks repeat the call); GFP+ MAC1+ double positive, %; measured here: differentiation confirmed by MAC1 staining
* marks the source's active call; other numbers are inactive results; i = inactive; + = active, no number; & = joins results of further samples.

SMILES	Myeloid diff MLP	Myeloid diff MLP GFP+ MAC1+ %
CCOC(=O)C1=CCN(S(=O)(=O)c2ccccc2F)C1c1ccc(F)cc1 (stereo not drawn)	i	0.9
COc1ccccc1-c1csc(C(O)c2ccc(F)cc2)n1 (stereo not drawn)	i	0.7
Cc1ccc(F)cc1C(=O)N1CCCC(c2cc(C(=O)Nc3ccccc3Cl)no2)C1 (stereo not drawn)	i	0.8
CCCCn1nnnc1C(c1ccccc1)N1CCN(CCN2CCOCC2)CC1 (stereo not drawn)	i	0.8
CCCCOc1ccc(S(=O)(=O)NC(=O)C2(C)CCN2C(=O)CCc2ccccc2)cc1 (stereo not drawn)	i	0.4
CC(C)=C(C)c1cc2nc(NCCCN(C)C)n(C)c(=O)c2s1	i	1.0
CCc1nc2c(OCc3c(C)noc3C)cccn2c1N(C)C(=O)C(C)C	i	0.9
Cc1ccc(CNc2ncnc3ccc(-c4ccoc4C)cc23)o1	i	1.2
Cc1nc2c(OCc3cccc(Cl)c3)cccn2c1N(C)Cc1cccs1	i	1.2
CCOC1=C2[C@@H](CN(S(=O)(=O)c3ccccc3)[C@H]2c2ccccc2)[C@H]2C(=O)N(c3ccccc3)C(=O)[C@H]2C1	i	0.5
CC(C)C(=O)N1CCCC1(C)C(=O)Nc1ccc(F)cc1 (stereo not drawn)	i	1.6
CCc1nc2ccc(C(=O)NCc3cccs3)cn2c1N(CC)CCOC	i	0.6
CCNC(=O)C1(C)CCCCN1Cc1ccc(C#N)cc1 (stereo not drawn)	i	1.7
CCOC(=O)CN1C(=O)N2C[C@H]3CON(C)[C@H]3C[C@H]2c2ccccc21	i	0.5
CC1=C(C(=O)N2CCCCCC2)CC(CC(=O)NC(c2ccccc2)c2ccccc2)C(=O)N1CCC1=CCCCC1 (stereo not drawn)	i	3.3
CCCCN1C(=O)C(=O)NC[C@@H]1CC1CCCCC1	i	0.6
Cc1cnc(CNc2nc3cc(-c4ccccc4C)sc3c(=O)n2C)cn1	i	1.7
O=C(Nc1ccccc1)C1Cc2c(-c3ccc4c(c3)OCO4)ccnc2O1 (stereo not drawn)	i	0.7
CCCCc1c(-c2cccc(Br)c2)ncn1CCc1ccccc1OC	i	0.5
O=C(O)c1cccc(-c2csc(C(O)c3cccc(Cl)c3)n2)c1 (stereo not drawn)	i	1.4
Cc1ccc(-c2csc(C(C)(O)c3cccc(F)c3)n2)cc1C (stereo not drawn)	i	1.3
O=S1(=O)CC(N2CCN(c3ccccn3)CC2)CN1Cc1ccc(F)cc1 (stereo not drawn)	i	0.9
CC1(C(=O)NS(=O)(=O)c2cccc(Cl)c2)CCN1C(=O)CCc1cccs1 (stereo not drawn)	i	0.5
COc1cc(NC(=O)N2CCc3nc(NCc4cccc(Oc5ccccc5)c4)ncc3C2)cc(OC)c1OC	i	0.1
Cc1cccc(CN2CCN([C@@H]3CS(=O)(=O)N[C@H]3COCc3ccccc3)CC2)c1	i	0.5
CC(C)COC(=O)N1CCCCC1c1cc(C(=O)NCc2ccccc2)no1 (stereo not drawn)	i	0.8
CCC1Cc2[nH]c(=S)[nH]c(=O)c2C(c2ccc(F)cc2)O1 (stereo not drawn)	i	0.6
CN1OC[C@@H]2CN(S(=O)(=O)c3ccccc3)[C@H](c3ccccc3Br)C[C@@H]21	i	0.2
CC(C)C[C@@H]1O[C@H](CCc2ccccc2)CC2=C1C(=O)OC(C)(C)O2	i	1.3&1.2
O=C(CC[C@H]1O[C@@H](n2cnc3c(NC(=O)c4ccccc4)ncnc32)[C@H](O)[C@@H]1O)NCc1ccc2c(c1)OCO2	i	0.1
COc1ccccc1-c1csc(C(NC(C)=O)c2ccc(F)c(F)c2)n1 (stereo not drawn)	i	0.8
CC1(C)CC(Cc2ccc(C(F)(F)F)cn2)N(C(=O)OC(C)(C)C)C1 (stereo not drawn)	i	1.9
CCC(C(=O)NC1CCCC1)n1c(C2CC2)nc2ccccc21 (stereo not drawn)	i	5.9
CCOC(=O)C1(C)CCCN(C(=O)c2snnc2C)C1 (stereo not drawn)	i	0.6
CCCNC(=O)C1(C)CCCN(Cc2cccc3ccccc23)C1 (stereo not drawn)	i	1.0
O=C(N1CCOCC1)N1[C@H](COCc2ccccc2)C=CS1(=O)=O	i	0.9
CCOC(=O)[C@]12CCC=C1N(Cc1cccc3ccccc13)C(=O)[C@H](CC(=O)N1CCCCC1)C2	i	0.6
CCCCN(C)C(=O)c1ccc(Nc2nc(C(N)CCc3ccccc3)cs2)nc1 (stereo not drawn)	i	0.8
C=CCC[C@H](CCCCC)OC(=O)/C=C/[C@@H](O)[C@H](O)C[C@H](O)CC=C	i	1.3
C#CCNC(=O)c1ccc2sc([C@@H]3O[C@H](CO)[C@H](O)[C@H](O)[C@H]3O)nc2c1	i	1.0
CO[C@@H]1CN(C)C(=O)c2cc(NC(=O)C3CC3)ccc2OC[C@H](C)N(C(=O)CN2CCOCC2)C[C@@H]1C	i	1.2
CCCCNC(=O)C(NC(=O)c1cccc2ccccc12)C(=O)c1ccccc1 (stereo not drawn)	i	0.6
COc1cc(F)ccc1-c1csc(C(O)c2ccc(F)cc2)n1 (stereo not drawn)	i	0.9
Cc1ccc(Cc2c(-c3ccc(C)cc3)nc3c(Cl)cc(C(F)(F)F)cn23)cc1	i	1.0
O=C(CC[C@H]1O[C@@H](n2cnc3c(NC(=O)c4ccccc4)ncnc32)[C@H](O)[C@@H]1O)NCCc1cc2ccccc2[nH]1	i	0.8
Cn1ccc2c(-c3cccc4ccccc34)cc3c(c21)C1CCC3C1 (stereo not drawn)	i	0.4
Cc1ccc(S(=O)(=O)N2[C@@H](CO)CO[C@H]2CC(=O)OCc2ccccc2)cc1	i	2.2
COc1ccccc1-c1cnc(C(O)c2ccc(F)c(F)c2)[nH]1 (stereo not drawn)	i	1.0
CC(=O)Nc1cccc(-c2cc3c(c4c2ccn4C)C2CCC3O2)c1 (stereo not drawn)	i	1.7
COc1cccc(CNC(=S)Nc2ccc3c(c2)c(=O)n(C)n3Cc2csc(C)n2)c1	i	0.6
Cn1ccc2c(-c3ccc(C(C)(C)C)cc3)cc3c(c21)C1CCC3O1 (stereo not drawn)	+	5.2*
CC(=O)NCCNc1nc2cc(-c3ccc4c(ccn4C)c3)sc2c(=O)n1C	i	0.7
Cc1cscc1-c1cc2nc(NCCCN(C)C)n(C)c(=O)c2s1	i	1.9
COc1ccc(S(=O)(=O)N2CCC[C@H]2C(=O)N2CCC[C@H]2C(=O)NCc2ccncc2)cc1C	i	0.2
CCN(CC)C(=O)c1ncn2c1C(=O)N(C)CC2	i	0.7
CCNc1nc(NC(C)C)nc(-c2ccncc2)n1	i	0.8
CC1=C(C(=O)N2CCCCCC2)CC(CC(=O)NCC2CCCCC2)C(=O)N1Cc1ccc(F)cc1 (stereo not drawn)	i	0.0
Fc1cccc(Cc2c(-c3cccc(Cl)c3)nc3ccc(Br)cn23)c1	i	0.4
COC(=O)c1ccc2nc(-c3ccc(OC)c(OC)c3)c(Cc3ccsc3)n2c1	i	0.5
COCCCNC(=O)C[C@@H]1C[C@@]2(C(=O)OC)CCCCC=C2N(Cc2ccccc2)C1=O	i	0.5

13 entries from above, with two lines to a compound:
Every second line gives: Myeloid diff MLP, Myeloid diff MLP GFP+ MAC1+ %
- COc1ccccc1-c1cnc(C(O)c2ccc(F)c(F)c2)[nH]1 (stereo not drawn)
    i, 1.0
- CC(=O)Nc1cccc(-c2cc3c(c4c2ccn4C)C2CCC3O2)c1 (stereo not drawn)
    i, 1.7
- COc1cccc(CNC(=S)Nc2ccc3c(c2)c(=O)n(C)n3Cc2csc(C)n2)c1
    i, 0.6
- Cn1ccc2c(-c3ccc(C(C)(C)C)cc3)cc3c(c21)C1CCC3O1 (stereo not drawn)
    +, 5.2*
- CC(=O)NCCNc1nc2cc(-c3ccc4c(ccn4C)c3)sc2c(=O)n1C
    i, 0.7
- Cc1cscc1-c1cc2nc(NCCCN(C)C)n(C)c(=O)c2s1
    i, 1.9
- COc1ccc(S(=O)(=O)N2CCC[C@H]2C(=O)N2CCC[C@H]2C(=O)NCc2ccncc2)cc1C
    i, 0.2
- CCN(CC)C(=O)c1ncn2c1C(=O)N(C)CC2
    i, 0.7
- CCNc1nc(NC(C)C)nc(-c2ccncc2)n1
    i, 0.8
- CC1=C(C(=O)N2CCCCCC2)CC(CC(=O)NCC2CCCCC2)C(=O)N1Cc1ccc(F)cc1 (stereo not drawn)
    i, 0.0
- Fc1cccc(Cc2c(-c3cccc(Cl)c3)nc3ccc(Br)cn23)c1
    i, 0.4
- COC(=O)c1ccc2nc(-c3ccc(OC)c(OC)c3)c(Cc3ccsc3)n2c1
    i, 0.5
- COCCCNC(=O)C[C@@H]1C[C@@]2(C(=O)OC)CCCCC=C2N(Cc2ccccc2)C1=O
    i, 0.5

(listing goes on)
SMILES	Myeloid diff MLP	Myeloid diff MLP GFP+ MAC1+ %
CC1=C(C(=O)N(C(C)C)C(C)C)CC(CC(=O)NCc2ccco2)C(=O)N1Cc1ccc(F)cc1 (stereo not drawn)	i	0.9
Cc1cc2nc(-c3ccc(C#N)cc3)c(Cc3ccsc3)n2c(C)c1Br	i	1.4
CC1(C(=O)NS(=O)(=O)Cc2ccccc2)CCN1C(=O)Cc1cc(F)ccc1F (stereo not drawn)	i	0.5
CCC(c1nc2ccccc2[nH]1)n1c(-c2cccnc2)nc2ccccc21 (stereo not drawn)	i	2.8
CC1(C(=O)O)CCCN1C(=O)c1cccc2ccccc12 (stereo not drawn)	i	1.2
CCCCC1CC2=C(C(=O)OC(C)(C)O2)C(c2ccc(F)cc2)O1 (stereo not drawn)	i	0.7
COC1OC(c2ccccc2)=C(c2cnc(N)nc2)c2ccc(F)cc21 (stereo not drawn)	i	1.5
CC1(C(=O)NS(=O)(=O)c2ccccc2C(F)(F)F)CCN1C(=O)C1CCCCC1 (stereo not drawn)	i	1.8
CCOC(=O)C1(C)CCCCN1C(=O)c1ccnc(Cl)c1 (stereo not drawn)	i	1.1
CC1(C(=O)NS(=O)(=O)c2ccccc2)CCN1C(=O)Cc1ccc(-c2ccccc2)cc1 (stereo not drawn)	i	0.1
CC(=O)C1=CCC(c2ccccc2)N(S(=O)(=O)c2cccc(C)c2)C1 (stereo not drawn)	i	1.0
COc1ccc(Cl)cc1Cn1c(C)c(C(=O)NCc2ccccc2C(F)(F)F)sc1=O	i	3.1
COc1ccc(C(NC(=O)C2CCN(CCCc3ccccc3)CC2)c2ccccn2)cc1 (stereo not drawn)	i	0.7
O=C(NCc1ccccc1)C1C(=O)Nc2ccccc2C(=O)N1c1ccc2c(c1)OCCO2 (stereo not drawn)	i	2.0
CCOC(=O)C1CCCN(C(=O)c2cc(C)n(C(C)(C)C)n2)CC1 (stereo not drawn)	i	0.2
CCCc1nc2c(C)cc(Br)cn2c1Cc1cccc(F)c1	i	0.6
O=C1NC[C@H](CCCCN2C[C@H](Cc3ccc(O)cc3)N(CC3CCCCC3)C(=O)C2=O)N(CC2CCCCC2)C1=O	i	0.4
COc1ccc(C(C)(O)c2nc(-c3cccc(F)c3)cs2)cc1 (stereo not drawn)	i	1.7
COc1cccc(COC(=O)Nc2ccccc2)c1OC	i	0.7
O=C(NNC(=O)c1csc(-c2cccs2)n1)c1ccc(Cl)cc1	i	0.8
Cc1cc2nc(C3CCCCC3)c(Cc3ccccc3C(F)(F)F)n2c(C)c1Br	i	0.8
COc1ccc(CC(N)c2csc(Nc3nccc(C(F)(F)F)n3)n2)cc1 (stereo not drawn)	i	1.8
c1ccc(CNc2nc(Oc3ccncc3)c3sccc3n2)cc1	i	2.1
CCOC1=C2CN(S(=O)(=O)c3ccc(C)cc3)[C@@H](c3cccs3)C[C@H]2[C@H]2C(=O)N(c3ccccc3)C(=O)[C@H]2C1	i	0.7
CC(=O)[C@H]1CC[C@@H](c2ccccc2)N(S(=O)(=O)c2ccc(C)cc2)C1	i	1.9
COc1ccc(-c2c(C(=O)c3ccccc3)[nH]c(N)c2C(=O)c2ccc(Br)cc2)cc1OC	i	0.6
Cc1ccc([C@@H]2C[C@H]3[C@@H](CN2S(=O)(=O)c2ccc(C)cc2)C(=O)C[C@@H](c2ccccc2F)N3S(=O)(=O)c2ccc(C)cc2)cc1	i	0.9
COC(=O)[C@]12CCCCC=C1N(Cc1ccccc1)C(=O)[C@H](CC(=O)NCc1cccc3ccccc13)C2	i	0.3
C[C@H]1O[C@H](C2CCCC2)CC2=C1C(=O)OC(C)(C)O2	i	1.3
O=C1NC[C@@H](CCCCN2C[C@H](Cc3ccc(O)cc3)N(CC3CCCCC3)C(=O)C2=O)N(CCC2CCCCC2)C1=O	i	1.1
O=C(NCCc1c[nH]c2ccccc12)OC1CC2CC1[C@H]1CCCCN1C2=O (stereo partly drawn)	i	1.1
CC(C)CC(N)c1csc(NC(=O)Nc2ccccc2C(C)C)n1 (stereo not drawn)	i	0.7
N#Cc1ccc(-c2nc3ccc(Cl)cn3c2Cc2ccsc2)cc1	i	0.4
COC(=O)C[C@@H]1C=C[C@H](NC(=O)Nc2ccc(F)cc2)[C@@H](CO)O1	i	1.9
CCOC(=O)Cc1ccc(Nc2nc(NCc3cccs3)nc3ccsc23)cc1	i	1.1
CCCCCCCCN1C(=O)[C@H](CC(=O)NCC23CC4CC(CC(C4)C2)C3)C[C@@]2(C(=O)OC)CCCCC=C12	i	1.0
CN(C)CCNc1ncnc2c1ncn2[C@H]1CN(Cc2cccnc2)C[C@@H](CO)O1	i	0.7
O=C(c1[nH]c(C(F)(F)F)nc1-c1ccccc1)N1CCN(C/C=C/c2ccccc2)CC1	i	0.2
O=C(Nc1cccc(Cl)c1Cl)c1csc([C@H]2C[C@H](O)[C@@H](CO)O2)n1	i	0.3
O=C(NCCCCO)c1c(-c2ccccc2)oc2c1C(OCCCCCO)CCC2 (stereo not drawn)	i	0.5
CCCCn1nnnc1C(c1cc2ccccc2o1)N1CCN(c2ncccc2C#N)CC1 (stereo not drawn)	i	1.5

An excerpt. The share of hits here may be higher or lower than overall.
